RBX1-CUL1 inh: human ROC1-CUL1 E3 ligase inhibition; in vitro K48 di-Ub FRET, acceptor:donor ratio, 45 min; AID 1347404; 140,000 tested, 0.6% active; inhibition, % at 10 µM; in the data active = inhibition above about 25%
Target sequence (P62877 whole entry, looked up): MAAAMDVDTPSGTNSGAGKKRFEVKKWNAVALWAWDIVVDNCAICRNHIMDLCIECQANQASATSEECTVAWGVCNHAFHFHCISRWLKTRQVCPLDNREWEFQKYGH
Target sequence (Q13616 whole entry, looked up): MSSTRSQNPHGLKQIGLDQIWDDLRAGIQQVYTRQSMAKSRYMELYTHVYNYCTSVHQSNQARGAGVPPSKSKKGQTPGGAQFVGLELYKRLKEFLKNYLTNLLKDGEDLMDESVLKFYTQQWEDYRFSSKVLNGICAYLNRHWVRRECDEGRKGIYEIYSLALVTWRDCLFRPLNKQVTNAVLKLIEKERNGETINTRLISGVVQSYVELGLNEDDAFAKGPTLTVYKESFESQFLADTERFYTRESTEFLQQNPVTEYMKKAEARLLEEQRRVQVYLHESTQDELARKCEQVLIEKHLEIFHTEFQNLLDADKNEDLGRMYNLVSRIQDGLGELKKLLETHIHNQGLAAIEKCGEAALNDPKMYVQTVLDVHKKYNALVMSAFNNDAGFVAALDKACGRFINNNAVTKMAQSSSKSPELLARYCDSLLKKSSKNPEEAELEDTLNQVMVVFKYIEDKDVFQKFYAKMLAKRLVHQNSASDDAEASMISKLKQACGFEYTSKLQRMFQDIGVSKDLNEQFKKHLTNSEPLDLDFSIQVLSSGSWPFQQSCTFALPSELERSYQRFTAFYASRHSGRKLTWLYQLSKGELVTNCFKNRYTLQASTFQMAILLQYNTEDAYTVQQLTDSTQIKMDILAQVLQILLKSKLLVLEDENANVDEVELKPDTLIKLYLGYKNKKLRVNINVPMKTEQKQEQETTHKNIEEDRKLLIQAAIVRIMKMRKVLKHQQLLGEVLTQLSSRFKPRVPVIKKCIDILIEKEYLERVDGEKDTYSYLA
An asterisk follows results filed as active. Some of the compounds tested; count on the stated rates, not on these rows.

SMILES | RBX1-CUL1 inh
COc1ccc(CCNC(=O)CCN2Cc3ccccc3OC(c3ccccc3F)C2)cc1OC (configuration not stated) | 6.4
Cc1ccc(-n2c(SCC(=O)Nc3cc(C)ccc3C)nc3sc4c(c3c2=O)CCCC4)cc1 | 12.4
Cc1ccc(S(=O)(=O)NC(c2ccccc2)C(C)C(=O)n2nc(C)cc2C)cc1 (configuration not stated) | -6.3
COc1ccccc1C(=O)N1CCC(c2c[nH]c3ccccc23)(c2c[nH]c3ccccc23)CC1 | -11.2
COc1cc(NC(=O)CSc2nc(-c3ccco3)cc(C(F)(F)F)n2)cc(OC)c1OC | 6.9
COc1cc(C(=O)Nc2cccc(-c3nnc(-c4ccco4)o3)c2)ccc1OC(C)=O | -2.0
O=C1CCC(CCC(=O)N2CCN(Cc3ccc4c(c3)OCO4)CC2)(Cc2ccc(Cl)cc2)N1 (configuration not stated) | 0.9
CC(C)(C)c1ccc(-c2nc(S(=O)(=O)c3ccccc3)c(N3CCOCC3)o2)cc1 | 3.0
CCC1=C(C(=O)OC)C(c2ccc(Br)cc2)C(C#N)C(=N)O1 (configuration not stated) | 2.8
CC(=O)NCCC(=O)N1CCCCC1C(=O)Nc1ccc(-n2nc(C)cc2C)cc1 (configuration not stated) | 2.5
O=C(COc1cccc(Oc2ccccc2)c1)Nc1ccc2c(c1)OCO2 | -5.6
COC(=O)c1ccccc1NC(=O)N1CCC(n2c(C)nc3cccnc32)CC1 | -6.9
O=C1Nc2ccccc2[C@]12N[C@@H](c1ccccc1)[C@@H]([N+](=O)[O-])[C@@H]2c1ccc2c(c1)OCO2 | -6.3
O=C(NCCn1cc(SCc2ccc(Cl)cc2)c2ccccc21)c1cccs1 | 1.3
Cc1ccc(CNC(=O)c2cc3c(s2)-c2ccc(Cl)cc2SC3)cc1 | 3.1
Cc1ccccc1NC(=O)CC(NCc1cccnc1)C(=O)O (configuration not stated) | 0.7
CC1CN(CC(O)COc2ccccc2C(C)(C)C)CC(C)O1 (configuration not stated) | -5.2
c1ccc(N2CCN(C3CCCN(Cc4ncc[nH]4)C3)CC2)cc1 (configuration not stated) | -5.2
CO[C@H]1[C@H](NC(=O)c2ccccn2)c2ccccc2C12CCN(C(=O)c1ccc3ccccc3c1)CC2 | 10.0
Cc1ccc(NC(=O)C2CCC(CNS(=O)(=O)c3cccc4nsnc34)CC2)c(C)c1 (configuration not stated) | -1.2

A few values from the entries so far.
For RBX1-CUL1 inh, `O=C1Nc2ccccc2[C@]12N[C@@H](c1ccccc1)[C@@H]([N+](=O)[O-])[C@@H]2c1ccc2c(c1)OCO2` has -6.3
For RBX1-CUL1 inh, `CC(=O)NCCC(=O)N1CCCCC1C(=O)Nc1ccc(-n2nc(C)cc2C)cc1` (configuration not stated) has 2.5

Some of the entries above, set out differently.
compound	RBX1-CUL1 inh
COc1cc(C(=O)Nc2cccc(-c3nnc(-c4ccco4)o3)c2)ccc1OC(C)=O	-2.0
O=C1CCC(CCC(=O)N2CCN(Cc3ccc4c(c3)OCO4)CC2)(Cc2ccc(Cl)cc2)N1 (configuration not stated)	0.9
CC(C)(C)c1ccc(-c2nc(S(=O)(=O)c3ccccc3)c(N3CCOCC3)o2)cc1	3.0
CCC1=C(C(=O)OC)C(c2ccc(Br)cc2)C(C#N)C(=N)O1 (configuration not stated)	2.8
CC(=O)NCCC(=O)N1CCCCC1C(=O)Nc1ccc(-n2nc(C)cc2C)cc1 (configuration not stated)	2.5

More compounds:
SMILES | RBX1-CUL1 inh
O=C(CCCn1cncn1)NCCN1Cc2ccccc2OC(c2ccccc2F)C1 (configuration not stated) | 2.5
COc1ccccc1CCNC(=O)Cc1c(C)c2c(cc(C)c3c(C)coc32)oc1=O | 0.4
Cc1c(NC(=O)C2CCN(Cc3ccccc3)CC2)c(=O)n(-c2ccccc2)n1C | 15.2
CCn1cc(CNC2CC(C)(C)Cc3nc(N4CCC(O)CC4)ncc32)c(C)n1 (configuration not stated) | -1.8
COc1cccc(/C=C2\SC(=O)N(CC(=O)Nc3ccc(N4CCOCC4)cc3)C2=O)c1OC(C)C | -3.7
ON=C1CCc2nonc2C1=NNc1ccccc1 | -1.6
Cc1cccc(NC(=O)Nc2ccc(F)cc2)n1 | -6.4
CCOC(=O)c1cc(C)n(-c2ccc(O)cc2)c1C | -8.9
Cc1ccc(C(=O)NCC(c2cccs2)S(=O)(=O)c2ccccc2)cc1C (configuration not stated) | -6.1
O=C(Nc1c(Cl)cc(Cl)cc1C(=O)NCCCCO)c1ccc(Cl)cc1Cl | -3.1
COc1ccccc1NC(=O)c1cc(I)ccc1I | 3.6
O=[N+]([O-])c1cc(C=Nc2cccc(CO)c2)ccc1Cl | 0.6
CC(C)OC(=O)/C(C#N)=C/c1ccc(-c2ccc(Cl)c(Cl)c2)o1 | 0.1
CC1N=C2C=CC=CN2C(=O)C1=NC(=O)c1ccc(F)c(F)c1 (configuration not stated) | -12.0
COCCN(C(=O)CCc1nnc(Cc2cccc(C)c2)o1)C(C)C | 7.7
COc1cccc(NC(=O)C2CCC(CNS(=O)(=O)c3ccc4c(c3)CC(C)N4C(C)=O)CC2)c1 (configuration not stated) | 7.7
CSC(=S)N/N=C(\C)c1ccncn1 | 3.1
CC(=O)N(C)c1ccc(NC(=O)C2CC2)cc1 | -7.4
Cc1ccc(C)c(N2CCN(S(=O)(=O)c3ccc(C(=O)N(C)C)s3)CC2)c1 | -11.3
Cc1ccc(N(C(=O)COc2c(C)cccc2C)S(=O)(=O)c2ccc(Cl)cc2)cc1 | 2.5
Cc1ccccc1Cn1cc(NC(=O)c2cc(-c3ccc(Cl)cc3)on2)cn1 | -1.1
Cc1ccc2c(=O)cc(C(=O)Nc3ccc(S(=O)(=O)N(C)Cc4ccccc4)cc3)oc2c1 | 1.7
CC(=O)N1CCc2c(sc3c2c(=O)n(-c2ccccc2)c(=O)n3CC(=O)c2ccc(F)cc2)C1 | -3.9
CCn1c(SCC(=O)Nc2c(F)cc(F)cc2Br)nnc1-c1cccc(C)c1 | -4.7
COc1ccccc1C(=O)Nc1nnc(Cc2ccccc2)s1 | 13.6
CC1=Nc2c(C(=O)Nc3ccccc3)cnn2C(c2cc(Br)ccc2F)C1C(=O)Nc1ccccc1 (configuration not stated) | 6.0
Cc1ncc2c(c1-c1noc(C3CCC3)n1)CCN(Cc1nc[nH]c1C)C2 | 6.6
CC(C)OCCC(NN)c1ccccc1 (configuration not stated) | 2.9
COC(=O)c1ccc(-c2ccc(/C=C3/C(=N)N4N=C(COc5ccccc5)SC4=NC3=O)o2)cc1 | -2.6
C/C(=N\NC(=O)COc1ccccc1[N+](=O)[O-])c1ccc(O)cc1 | -4.7
Fc1ccccc1N1CCN(Cc2cccnc2)CC1 | 5.8
COc1ccccc1OCC(=O)N1CCc2c(cnc(C)c2CNC(=O)C(OC)c2ccccc2)C1 (configuration not stated) | -4.0
CC1Cc2ccccc2N1C(=O)c1cccnc1 (configuration not stated) | -3.3
O=C(ONc1ccccc1[N+](=O)[O-])c1ccccc1[N+](=O)[O-] | 1.7
C=CCO[C@H]1[C@H](NC(=O)CSC)c2ccccc2C12CCN(Cc1cc(OC)cc(OC)c1)CC2 | 0.4
Cc1ccc(C)c(Nc2nnc(-n3nc(C)cc3C)c3ccccc23)c1 | -7.9
CC(C)c1ccc(C2C(C)C(N3CCC(C(=O)NCc4ccco4)CC3)NS2(=O)=O)cc1 (configuration not stated) | 8.0
Cc1ccc(OCCCn2c(CCNC(=O)C3CCCCC3)nc3ccccc32)c(C)c1 | 4.0
CCOc1ccccc1/C=N/NC(=O)Cc1csc(Nc2cccc(C(F)(F)F)c2)n1 | -10.3
CCNC(=S)Nc1nc2c(s1)CCCC2 | -3.4
Cc1cccnc1NC(=O)C(C)(C(F)(F)F)C(F)(F)F | 4.3
O=C(O)c1ccc(NC(=S)NC(NC(=O)c2ccc(I)cc2)C(Cl)(Cl)Cl)cc1 (configuration not stated) | 2.5
O=S(=O)(c1ccc(F)cc1)N(CC(O)Cn1c2ccccc2c2ccccc21)c1ccccc1 (configuration not stated) | 2.8
CC(=O)N1N=C2/C(=C/c3cccs3)CC(C)CC2C1c1cccs1 (configuration not stated) | 5.1
COc1ccccc1NC(=O)COc1cccc2ccccc12 | -0.4
COc1ccc(S(=O)(=O)N(CCc2ccccc2)CC(=O)Nc2cccc(OC)c2)cc1 | 8.9
CCOC(=O)c1ccc(NC(=O)C(=O)NCc2ccco2)cc1 | 0.9
Cc1cn2c(C(=O)N(C)CC3CCCN(CCc4ccccc4F)C3)csc2n1 (configuration not stated) | -1.2
CCCCCCCCCCCCCCCCn1c(SCC)nc2c1c(=O)[nH]c(=O)n2C | 14.4
O=C(CCCCCC(=O)N/N=C/c1cc2c(cc1[N+](=O)[O-])OCO2)N/N=C/c1cc2c(cc1[N+](=O)[O-])OCO2 | 10.6
Cc1ccc(Cc2nnc3n(-c4ccccc4)nc(C(=O)c4ccccc4)n3c2=O)cc1 | 7.0
OC1CCN([C@@H]2CCN(Cc3cccc(OC4CCCC4)c3)C[C@H]2O)CC1 | -8.3
Cc1ccc(Nc2cc(C)c(C#N)c3nc4ccccc4n23)c(C)c1 | 7.4
O=C(Cn1c(=O)nc(-c2ccccc2)c2ccccc21)NCc1ccccc1Cl | -4.5
CN(CCc1ccccc1)c1cnn(CCc2cn[nH]c2)c(=O)c1 | -1.4
CCOc1ccccc1NC(=O)C1CCN(S(=O)(=O)c2c(C)noc2/C=C/c2ccc(C)cc2)CC1 | 1.2
O=C(O)c1cc2oc3ccccc3c3ccccc3oc2cc1C(=O)Nc1cccc(Cl)c1 | 39.9*
COc1cc(C)c(C)cc1S(N)(=O)=O | 2.8
COc1cccc(-c2ccc3c(N)c(C(=O)Nc4ccccc4C(F)(F)F)sc3n2)c1 | 6.6
O=C(O)c1nc(NCC2c3ccccc3CSc3ccccc32)c2ccccc2n1 (configuration not stated) | 2.6

Next part
SMILES | RBX1-CUL1 inh
O=C(CN1C(=O)c2ccccc2S1(=O)=O)Nc1ccccc1 | 10.2
Cc1cc2nn(-c3ccc(F)cc3)nc2cc1NC(=O)C(C)C | -2.7
Cc1cccc(C(=O)N2CCC(C3(c4ccccn4)NC(=O)N(CCc4cccs4)C3=O)CC2)c1 (configuration not stated) | -3.9
O=C1C2=C/C(=C\N3CCCCC3)C(=O)N2c2ccccc21 | 74.9*
CCc1ccccc1Nc1nc2ccccc2n2cnnc12 | 7.5
O=C(c1ccccc1)N1c2ncnn2C2(CCCCC2)[C@@H]2CCCC[C@@H]21 | -3.4
C=CCC(O)(CC=C)CNC(=O)C1CCC(=O)N(CCOC)C1 (configuration not stated) | 8.2
O=C(NCCc1ccc(Cl)cc1)C(=O)NCC(c1ccco1)S(=O)(=O)c1cccs1 (configuration not stated) | -6.1
CCC(CC)C(=O)N1CCN(Cc2ccco2)CC1 | 1.3
C(=Nc1nccs1)c1c[nH]c2ccccc12 | 7.1
O=C(NC(NCC1CCCO1)C(Cl)(Cl)Cl)c1cccc2ccccc12 (configuration not stated) | 4.0
Cc1nccc(Oc2cccc(C(F)(F)F)c2)c1O | 1.7
C=C(C)COc1ccc(NC(=O)c2ccco2)cc1 | 2.7
O=C(NCC1(c2ccccc2)CCOCC1)c1cn(C2CC2)cc(C(=O)NC2CCCCC2)c1=O | -1.1
COc1ccc(C2C(C(=O)Nc3ccccc3C)C(C)=Nc3ncnn32)c(OC)c1 (configuration not stated) | 2.3
CN(CCc1ccccc1)C1CCCN(C(=O)c2cnc[nH]2)C1 (configuration not stated) | -2.4
COC(=O)CC1Oc2ccccc2-n2cc(-c3ccccc3)nc21 (configuration not stated) | 3.0
CCN(CC)C(=O)Oc1ccc2c(=O)c(-c3ccc4c(c3)OCCO4)coc2c1 | 2.7
CCn1c(Cc2ccccc2)nnc1SCCOc1ccccc1Cl | 2.8
CC(C)c1noc(-c2ccc(NCC3CCCOC3)nc2)n1 (configuration not stated) | 14.5

Random excerpt: 7 entries already listed.
SMILES | RBX1-CUL1 inh
CN(CCc1ccccc1)C1CCCN(C(=O)c2cnc[nH]2)C1 (configuration not stated) | -2.4
O=C(NCCc1ccc(Cl)cc1)C(=O)NCC(c1ccco1)S(=O)(=O)c1cccs1 (configuration not stated) | -6.1
Cc1cccc(C(=O)N2CCC(C3(c4ccccn4)NC(=O)N(CCc4cccs4)C3=O)CC2)c1 (configuration not stated) | -3.9
C=CCC(O)(CC=C)CNC(=O)C1CCC(=O)N(CCOC)C1 (configuration not stated) | 8.2
COc1ccc(C2C(C(=O)Nc3ccccc3C)C(C)=Nc3ncnn32)c(OC)c1 (configuration not stated) | 2.3
Cc1nccc(Oc2cccc(C(F)(F)F)c2)c1O | 1.7
O=C(CN1C(=O)c2ccccc2S1(=O)=O)Nc1ccccc1 | 10.2

More structures:
SMILES | RBX1-CUL1 inh
Cc1cc(=O)n(Cc2ccccc2)c2c1c(C)nn2C | 3.9
CC/C(=N\NS(=O)(=O)c1ccc(C)cc1)c1ccccc1O | 8.0
O=S(=O)(c1cnccc1Nc1cccc(C(F)(F)F)c1)N1CCOCC1 | 18.2
CCC1CCCCN1S(=O)(=O)c1ccc(NC(=O)c2cc(=O)c3ccccc3o2)cc1 (configuration not stated) | 0.3
CN1C(=O)C2(NC(=O)c3ccccc3N2)c2ccccc21 (configuration not stated) | 6.3
Fc1ccccc1C(NCCc1ccc(Cl)cc1)c1nnc(-c2ccccc2)o1 (configuration not stated) | 2.1
COc1ccc(-c2noc(-c3ccc(N[C@H]4CCCCNC4=O)nc3)n2)cc1 | 14.8
COc1ccc(/C=C/C(=O)O)cc1[N+](=O)[O-] | -3.9
CCCCCN1C(C(=O)c2ccccc2)=C(OC(=O)CC)c2ccccc2S1(=O)=O | -2.3
O=C(N=C(Cc1ccc(Cl)cc1)C(=O)N1CCCCC1)c1ccco1 | 11.5
Cc1ccn2cc(-c3ccc(Cl)cc3)nc2c1 | 4.5
CCN1CCC(NC2CCCc3c2cnn3-c2cc(F)cc(F)c2)CC1 (configuration not stated) | -7.8
CC(=O)Nc1nc(C)c(C(C)=O)s1 | 0.6
